Compound activity (PubChem)
12-LOX inh: ALOX12 (human) lipoxygenase inhibition | P18054 | purified 12hLO, xylenol orange hydroperoxide absorbance | Potency, µM (doses to about 108 µM), inactives show at the highest dose activity change, negative = inhibition, actives largely listed as inhibitors | actives 1.1% (n = 580,000); further: on the % scale 0 is the no-effect control and ±100 the full control effect
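Hydroperoxide product was detected by ferrous iron/xylenol orange as the 573 to 405 nm absorbance ratio. Arachidonic acid at 40 uM (final) was turned over for 30 min at room temperature by 150 nM human 12hLO, pH 7.0 Hepes buffer, after 15 min compound preincubation.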
rTrxR1 inhibitor: inhibitors of rat thioredoxin reductase 1; O89049; recombinant rTrxR1, NADPH fluorescence consumption, selenite substrate; Potency, µM (doses to about 114 µM), for the others: at the highest dose activity change, negative = inhibition, usual class: inhibitors; actives 1% (n = 390,000); further: on the % scale 0 is the no-effect control and ±100 the full control effect; nearly all actives have a fitted effect of over 65% in size
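Rat TrxR1 (90 nM in the dispensed reagent) was pre-reduced with 400 uM NADPH for 5 min at room temperature, then incubated with compound for 15 min. After 400 uM selenite was added, NADPH fluorescence (Ex 340/Em 450 nm) was followed for 8 min.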
Vif-APOBEC3F blk: inhibitors of Vif-A3F interaction; Potency, µM (highest dose often 46.1 µM), for the others: at the highest dose activity, negative = active; actives 0.2% (n = 390,000); HeLa A3F-eYFP + Vif (tagged APOBEC3F with the HIV-1 protein that degrades it), YFP fluorescence increase; further: % of control where 0% means no effect; nearly all actives have a fitted effect of over 65% in size
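Fluorescence increase (Ex 488/Em 500-530) after overnight compound treatment at 37 deg C flags inhibition of Vif-driven A3F-eYFP loss in stable HeLa A3F-eYFP/Vif cells seeded overnight beforehand.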
RGS4 inhibitor: human RGS4 inhibition. P49798. Transcreener GDP fluorescence polarization, RGS4-accelerated GTP hydrolysis. Potency, µM (doses to about 114 µM), for inactives: at the top dose activity change, negative = inhibition, most hits filed as inhibitors. actives 0.039% (n = 390,000). AID 504845; further: on the % scale 0 is the no-effect control and ±100 the full control effect; nearly all actives have a fitted effect of over 75% in size; some results filed as inactive show a strong effect at the top dose
Target sequence (P49798 whole entry, looked up): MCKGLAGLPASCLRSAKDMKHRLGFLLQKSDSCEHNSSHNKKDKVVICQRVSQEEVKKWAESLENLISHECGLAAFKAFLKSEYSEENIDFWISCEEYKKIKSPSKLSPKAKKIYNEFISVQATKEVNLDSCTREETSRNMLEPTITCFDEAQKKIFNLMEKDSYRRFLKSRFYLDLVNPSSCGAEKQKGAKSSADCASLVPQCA
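MLSMR compounds (23 nl, pin-transferred) preincubated 10 min at room temperature with a 500nM (2x) first reagent, then RGS4 at 900nM (2x) plus Transcreener GDP mix added; fluorescence polarization (620/688 nm) read before and after 90 min at 30 °C.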
TrxR1 substrate: rat thioredoxin reductase 1 substrate activity | purified TrxR1 substrate turnover, NADPH consumption readout | Potency, µM (top dose mostly 114 µM), for the others: at the top dose activity change, negative = substrate turnover | actives 0.01% (n = 390,000) | AID 588456; further: on the % scale 0 is the no-effect control and ±100 the full control effect; nearly all actives have a fitted effect of over 50% in size
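Rat TrxR1, dispensed at 90 nM, was prereduced with 400 uM NADPH (final) for 5 min at ~22 deg C, then incubated with compound 15 min before 400 uM selenite. A first-read NADPH fluorescence drop versus no-compound background flagged substrates.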
USP1 inh: USP1/UAF1 (human) deubiquitinase inhibition; O94782; recombinant USP1/UAF1, Ub-Rhodamine cleavage fluorescence; Potency, µM (series often up to 57.1 µM), inactives show top-dose activity change, negative = inhibition, hits mostly inhibitors; actives 0.23% (n = 390,000); AID 743255; further: on the % scale 0 is the no-effect control and ±100 the full control effect; nearly all actives have a fitted effect of over 60% in size; inactives centre near -12
Target sequence (O94782 whole entry, looked up): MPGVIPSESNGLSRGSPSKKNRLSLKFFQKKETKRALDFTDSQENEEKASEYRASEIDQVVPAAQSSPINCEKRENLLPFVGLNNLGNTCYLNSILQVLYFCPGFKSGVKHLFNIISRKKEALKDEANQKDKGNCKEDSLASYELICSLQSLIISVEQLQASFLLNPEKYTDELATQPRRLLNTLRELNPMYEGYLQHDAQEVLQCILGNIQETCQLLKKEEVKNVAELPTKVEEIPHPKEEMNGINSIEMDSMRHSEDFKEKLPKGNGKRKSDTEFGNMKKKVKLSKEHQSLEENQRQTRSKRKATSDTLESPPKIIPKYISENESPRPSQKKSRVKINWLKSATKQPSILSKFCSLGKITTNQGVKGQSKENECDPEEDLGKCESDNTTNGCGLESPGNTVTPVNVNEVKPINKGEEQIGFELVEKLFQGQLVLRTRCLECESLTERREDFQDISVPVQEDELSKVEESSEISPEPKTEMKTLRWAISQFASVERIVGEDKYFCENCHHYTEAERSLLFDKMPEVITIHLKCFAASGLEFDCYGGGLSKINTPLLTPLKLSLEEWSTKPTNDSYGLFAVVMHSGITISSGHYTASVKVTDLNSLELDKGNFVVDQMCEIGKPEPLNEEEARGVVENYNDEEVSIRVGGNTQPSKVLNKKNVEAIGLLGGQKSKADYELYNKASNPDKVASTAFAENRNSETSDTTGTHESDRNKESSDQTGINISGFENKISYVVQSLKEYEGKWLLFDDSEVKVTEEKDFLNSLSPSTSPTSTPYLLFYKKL
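In this screen, compounds sit with the deubiquitinase complex (1nM) for 15 min at room temperature before Ub-Rho is added at 150nM final. Fluorescence rise is then followed for 6 reads every 60 seconds.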
Vif-APOBEC3G blk: blocks the Vif interaction with human APOBEC3G | Q9HC16 | HeLa A3G-eYFP + Vif (tagged APOBEC3G with the HIV-1 protein that degrades it), YFP fluorescence, overnight | Potency, µM (highest dose often 46.1 µM), for the others: at the highest dose activity, negative = active, usual class: inhibitors | actives 0.076% (n = 410,000) | AID 602310;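 further: on the % scale 0 is the no-effect control and ±100 the full control effect; nearly all actives have a fitted effect of over 60% in size; hits raise eYFP signal because A3G escapes Vif-driven loss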
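HeLa cells stably expressing Vif and C-terminally eYFP-tagged A3G, seeded overnight at 37 deg C, then exposed to compound by pintool overnight at 37 deg C. Rise in yellow fluorescence (Ex 488/Em 500-530, Acumen) marks blocked Vif-driven A3G degradation.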
mIDH1 inhibitor: human IDH1 R132H inhibition | Potency, µM (doses to about 76.6 µM), for inactives: at the top dose activity change, negative = inhibition, actives largely listed as inhibitors | IDH1-R132H enzyme, NADPH consumption, diaphorase/resazurin fluorescence | actives 0.093% (n = 390,000) | O75874; further: on the % scale 0 is the no-effect control and ±100 the full control effect; nearly all actives have a fitted effect of over 65% in size
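IDH1-R132H (0.5 ug/mL dispensed) in pH 7.5 Tris buffer was preincubated 30 min with compound, then given a substrate mix of 0.016 mM NADPH and 2 mM alpha-KG for 80 min at room temperature; remaining NADPH was read by diaphorase/resazurin fluorescence.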
RXFP1 ag: activates the human relaxin receptor RXFP1; HEK293T-RXFP1 cAMP TR-FRET, 30 min; response scale: percent of porcine relaxin response, buffer zero; Q9HBX9; Potency, µM (titrated, usually from 57.5 µM), without a hit: at the highest dose activation, actives largely listed as activators; actives 0.3% (n = 370,000); further: on the % scale 0 is the no-effect control and ±100 the full control effect; nearly all actives have a fitted effect of over 60% in size; many of its hits are not listed in these tables
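HEK293T cells stably expressing RXFP1 were pretreated with the PDE4 inhibitor Ro 20174, exposed to compounds for 30 min at 37C, lysed, and cAMP was read by TR-FRET. Data normalized to buffer (basal) and 29 nM porcine relaxin (100%).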
An asterisk follows results filed as active; ? = inconclusive; nt = not tested or not shown; [ ] = remark or other dose. The call rests on the fitted dose curve; in most records, active means well fitted curve in the direction sought with a large enough effect; inconclusive means small, poorly fitted or top-dose-only effect, or another doubt; inactive means no such curve, though single readings can be large; an effect the other way counts as inactive or inconclusive. Potency means the concentration at half of the fitted maximal effect.

SMILES	12-LOX inh	rTrxR1 inhibitor	Vif-APOBEC3F blk	RGS4 inhibitor	TrxR1 substrate	USP1 inh	Vif-APOBEC3G blk	mIDH1 inhibitor	RXFP1 ag
CC(=O)n1nc(-c2ccccc2)cc1-c1ccccc1	?	5%[57.1 µM]	11%	-21%	8%[57.1 µM]	-10%	1%	2%	nt
O=C1C2C3C=CC(C3)C2C(=O)N1c1nc2ccccc2s1 (stereo not given)	0%	16%	-2%	-15%	6%	-2%	-4%	0%	0.9%
CCOC(=O)c1cccc(NC(=O)CCc2c(C)nn(-c3ccc(N4CCCC4)nn3)c2C)c1	-16%	17%[57.1 µM]	3%	-34%	4%[57.1 µM]	-9%	-5%	-7%	0.8%
COc1cccc(CN2CCCN(S(=O)(=O)c3ccc(Br)cc3)CC2)c1	nt	?	nt	-12%	11%	2%	0%	3%	-0.6%
CCCn1c(SCc2nc(-c3ccc(OC)c(OC)c3)no2)nnc1-c1ccccc1	-20%	0%	6%	-23%	-4%	-15%	5%	13%	0.6%
Cc1cc(C)c(S(=O)(=O)N2CCN(C(=O)c3ccc(-n4nc(C)c(Cl)c4C)cc3)CC2)c(C)c1	?	18%	5%	23%	-1%	-15%	3%	8%	nt
N#C/C(=C/c1cccc(C(F)(F)F)c1)c1nc(CCN2C(=O)c3ccccc3C2=O)cs1	?	37%[activator][57.1 µM]	1%	-21%	10%[57.1 µM]	-13%	1%	1%	2.4%
COc1ccnc(Oc2ccc(Cl)cc2)c1C#N	-14%	11%[57.1 µM]	-30%	12%	6%[57.1 µM]	-20%	0%	-4%	2.1%
CCCN1CCN(C(=O)CCCNC(=O)c2ccc(Cl)cc2)CC1	-15%	3%	2%	15%	-1%	?	1%	-5%	-0.9%
O=C(COC(=O)[C@@H]1CCCN1S(=O)(=O)c1ccc(Cl)cc1)NCC(F)(F)F	-3%	10%[11.4 µM]	2%	7%	-4%[11.4 µM]	-9%	0%	5%	-0.1%
CC(OC(=O)c1ccncc1)C(=O)NC1CCCC1 (stereo not given)	-12%	-40%[57.1 µM]	-31%	-27%	14%[57.1 µM]	-18%	-4%	5%	-0.8%
CC(C)C(C(=O)NCC1CCCO1)N(Cc1cccs1)C(=O)CNS(=O)(=O)c1ccccc1 (stereo not given)	?	16%	2%	-22%	12%[57.1 µM]	-10%	0%	4%	-0.2%
O=C(NCCN1CCCC1)c1cc(-c2ccncc2)nc2ccc(S(=O)(=O)N3CCOCC3)cc12	86%[activator]	8%[57.1 µM]	6%	-8%	13%[57.1 µM]	-6%	-21%	0%	2.3%
O=C(NNS(=O)(=O)c1ccc(F)cc1)c1ccccc1F	-13%	4%	-3%	-6%	-7%	-16%	0%	-3%	1.0%
CCCN(CC1CC1)C(=O)Nc1ccccc1C	115%[activator]	9%[57.1 µM]	7%	-33%	12%[57.1 µM]	-26%	-2%	2%	1.7%
CC1C(=O)Nc2ccccc2N1C(=O)c1ccc(Cl)cc1 (stereo not given)	15%	15%	2%	37%	1%	-11%	-6%	-9%	3.1%
COCCn1c(C)cc(C(=O)COC(=O)c2cncc(Br)c2)c1C	-2%	14%	-6%	-5%	-8%	-12%	-3%	-12%	-4.6%
COc1ccc(CCNC(=O)C2CCCN(S(=O)(=O)c3cccc4nonc34)C2)cc1OC (stereo not given)	?	-7%[57.1 µM]	-24%	-11%	3%[57.1 µM]	7%	1%	1%	2.5%
Cn1c(-c2ccc(Br)cc2)cnc1NCc1ccc(C#N)cc1	2.5µM*	40%[activator]	2%	-32%	13%	-17%	-11%	0%	0.6%
CCCc1nnc(NC(=O)CCC(=O)NC2CCCC2)s1	1%	-4%	-1%	-14%	-10%	-20%	1%	5%	-2.8%
COc1ccc(N2CCN(S(=O)(=O)CCNC(=O)/C=C/c3ccccc3)CC2)cc1	-27%	8%	-4%	-4%	-4%[57.1 µM]	-20%	-4%	1%	1.0%
CCc1c(C)c2c(C)[nH]nc2oc1=O	129%[activator]	-17%	0%	7%	39%[activator]	2%	0%	0%	2.7%
Cc1ccc(C(=O)NCCc2csc(C)n2)cc1	26%	15%	-2%	-4%	10%	-5%	-1%	2%	-0.4%
COc1ccc(C2CC(c3cccs3)=NN2C(=O)CSc2nc(=O)n3cc(C)ccc3n2)cc1 (stereo not given)	?	15%	7%	-33%	11%	-26%	-2%	3%	3.3%
O=C(Cn1ncc2c(=O)oc3ccccc3c21)NCCC1=CCCCC1	29%	15%[57.1 µM]	6%	11%	-5%	-20%	2%	-3%	0.7%

(list continues)
SMILES	12-LOX inh	rTrxR1 inhibitor	Vif-APOBEC3F blk	RGS4 inhibitor	TrxR1 substrate	USP1 inh	Vif-APOBEC3G blk	mIDH1 inhibitor	RXFP1 ag
Cc1ccc(C(CNC(=O)C(=O)Nc2ccc3c(c2)OCCO3)N2CCN(C)CC2)cc1 (stereo not given)	?	9%	0%	-23%	3%	-17%	0%	5%	-1.0%
CC(C)(C)Nc1nc(Oc2ccc(=O)n(-c3ccccc3)n2)nc(N2CCOCC2)n1	0%	-9%	-12%	19%	-13%	1%	2%	3%	0.9%
CCn1c(CN2CCCCC2)nc2cc(NC(=O)c3cc(OC)c(OC)c(OC)c3)ccc21	-1%	14%	1%	7%	-2%	-9%	0%	21%	1.8%
COc1cccc(/C=C2\SC(=S)N(C(Cc3ccccc3)C(=O)O)C2=O)c1 (stereo not given)	45µM*	0%	12%	-18%	-10%	-16%	-2%	-6%	-0.8%
Cc1cc(C(F)(F)F)nc(CCNCc2c(C(=O)N3CCCC3)nc3ccccn23)n1	-6%	25%[57.1 µM]	0%	-4%	12%[57.1 µM]	-20%	-5%	0%	4.2%
Cc1ncc2c(n1)-c1cc(F)ccc1SC2	0%	10%	19%	-13%	1%	-23%	1%	-6%	-1.0%
CCOC(=O)CC1COCCN1C(=O)CCc1nnc(-c2ccsc2)o1 (stereo not given)	-9%	7%[57.1 µM]	4%	-5%	5%	-11%	-3%	3%	-3.6%
CN(C(=O)c1ccc(S(=O)(=O)N2CCOCC2)cc1)C1CCS(=O)(=O)C1 (stereo not given)	9%	16%	5%	-25%	6%[57.1 µM]	-14%	0%	3%	0.5%
Cc1csc(NC(=O)c2cccc([N+](=O)[O-])c2C(=O)O)n1	0%	5%	9%	24%	-4%	10%	0%	5%	-3.9%
COc1ccccc1CNC(=O)CSc1nn2c(=O)c(C(C)(C)C)nnc2s1	-27%	5%	-2%	-29%[56.9 µM]	-3%	-25%	-3%	-3%	-0.6%
CCCc1[nH]nc2c1C(c1ccc(OCCN3CCOCC3)c(OC)c1)C(C#N)=C(N)O2 (stereo not given)	-5%	-18%	-9%	-23%	-7%	-9%	1%	2%	0.6%
CCOC(=O)C(=CNc1cc(C)ccc1-n1cccc1)C(=O)OCC	0%	10%	-5%	1%	-3%[57.1 µM]	-7%	-5%	5%	-0.7%
O=c1cc(N2CCOCC2)[nH]c(=O)n1-c1ccc(Cl)cc1	10%[57.4 µM]	-27%	-2%	-1%	-2%	-15%	0%	-8%	0.9%
CC(=O)Nc1ccc(NC(=O)Cn2c(=O)n(-c3ccc(C)cc3)c(=O)c3oc4ccccc4c32)cc1	17%	13%	-1%	7%	3%	?	-1%	7%	0.5%
Cc1ccc(NC2=NC(c3ccc(C)cc3)n3c(nc(C)cc3=O)N2)cc1 (stereo not given)	?	0%	2%	-13%	-3%	-13%	1%	2%	-0.5%
Cn1c(=O)[nH]c2c(cnn2C)c1=O	-7%	6%[57.1 µM]	11%	-7%	2%	-18%	-4%	-2%	nt
Cc1ncc(N=Nc2ccc(F)cc2)c(-c2ccc(Cl)cc2)n1	0%	8%[57.1 µM]	-26%	-17%	6%[57.1 µM]	-26%	-1%	0%	2.5%
Cc1cccc(N2CCN(C(=O)CS(=O)(=O)Cc3nc(-c4ccccc4F)oc3C)CC2C)c1 (stereo not given)	25%	-6%[57.1 µM]	4%	2%	-5%	-6%	5%	-5%	0.0%
O=c1ccc2ccc(O)cc2o1	9%	79µM*	2%	-13%	nt	-20%	4%	5%	nt
CCc1ccc(NS(=O)(=O)c2ccc3[nH]cc(C(=O)N4CCCCCC4)c(=O)c3c2)cc1	?	-20%	3%	-20%	-7%	16%	-3%	0%	3.0%
CC1(C)CC2(CCO1)OC(=O)CC2C(=O)NCCc1ccccc1 (stereo not given)	-21%	11%	5%	-12%	-1%	-10%	2%	1%	-1.1%
Cc1c(C(=O)Nc2ccc(S(=O)(=O)N(C)C3CCN(C)CC3)cc2)oc2c(Cl)cccc12	?	-3%	7%	-25%	-11%	-14%	-18%	4%	-0.3%
CCc1ccc(CNC(=O)c2ccc3nc(C(C)C)oc3c2)cc1	?	14%[57.1 µM]	-10%	2%	2%[57.1 µM]	?	-3%	10%	-0.4%

Only part of the results is shown. The share of hits here may be higher or lower than overall.
